# Source: PubChem
# HIF-2a inh: HIF-2a reporter inhibitors, primary screen, luminescence, 786-0 RCC cells; 0.72% of 360,000 active; inhibition, % at 18.8 µM; 786-0 RCC cells HIF-2a reporter, luciferase luminescence, overnight;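 active = inhibition of the luminescence signal of 40% or more relative to plate controls, in a single-dose primary screen at 18.75 µM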
# Peg3 prom inh: Peg3 promoter-driven luciferase inhibitors, primary screen, cell-based, HeLa, luciferase luminescence | HeLa PEG-Prom luciferase reporter, overnight | inhibition, % at 20 µM | 1.7% of 360,000 active;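 active = inhibition of at least 50% at 20 µM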
# CF NFkB block: inhibitors of PAF-induced NF-kB signaling, primary screen, cell-based, GFP fluorescence, uHTS; KKLEB NF-kB-GFP reporter, GFP fluorescence overnight; inhibition, % at 5 µM; 0.86% of 360,000 active; AID 588850, 2011;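 active = at least 50% inhibition at 5 µM, scaled per plate between neutral and stimulator controls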;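 also: PAF is a Pseudomonas aeruginosa culture filtrate used as stimulus; plate controls were PAF-stimulated DMSO wells for no effect and unstimulated DMSO wells for full effect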
# CaV13 FRET inh: Primary screen for inhibitors of IQ motif and Ca2+-dependent inactivation inhibitor domain binding in CACNA1D, Förster resonance energy transfer in living cells, …. HEK cells, CFP/YFP FRET ICDI-IQ, plate reader, 10 min; percent FRET-ratio fall versus neutral wells. inhibition, % at 12.3 µM. 0.098% of 340,000 active. AID 743397;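 active = mean replicate inhibition of at least 30% and at least 1% of replicates passing that level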;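 also: 0% = median of the neutral control wells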
# PDI inh: inhibitors of human PDI, primary screen, biochemical, turbidity, single point, plate reader; Protein disulfide-isomerase (Homo sapiens), P07237; PDI insulin aggregation turbidity, A650, 90 min; inhibition, % at 10 µM; 0.052% of 350,000 active;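 active = mean inhibition across replicates of 30% or more, whatever share of single replicates reach that level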;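 also: absorbance from insulin aggregation driven by PDI reduction with DTT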
# Target sequence (P07237 whole entry, looked up): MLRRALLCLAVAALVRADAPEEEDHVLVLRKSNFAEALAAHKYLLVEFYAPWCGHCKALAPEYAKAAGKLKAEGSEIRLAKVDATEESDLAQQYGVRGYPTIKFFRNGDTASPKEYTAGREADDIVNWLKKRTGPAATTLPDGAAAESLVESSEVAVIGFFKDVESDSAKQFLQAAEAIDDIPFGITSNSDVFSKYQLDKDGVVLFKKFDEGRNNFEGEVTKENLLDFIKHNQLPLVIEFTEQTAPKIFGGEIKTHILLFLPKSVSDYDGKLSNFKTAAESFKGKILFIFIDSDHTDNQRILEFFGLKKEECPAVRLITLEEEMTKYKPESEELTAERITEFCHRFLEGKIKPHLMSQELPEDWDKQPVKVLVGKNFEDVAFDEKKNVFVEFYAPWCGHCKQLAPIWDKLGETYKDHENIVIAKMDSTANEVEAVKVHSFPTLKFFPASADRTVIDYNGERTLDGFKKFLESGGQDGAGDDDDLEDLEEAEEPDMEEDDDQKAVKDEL
# Shn3 3UTR inh: reduction of Shn3 3'UTR firefly luciferase signal, primary screen, Schnurri-3 inhibitor project, cell-based, Clone20 osteoblasts, set 2. AID 588674, 2011. Clone20 osteoblast Shn3 3'UTR firefly luciferase, 24 h. inhibition, % at 12.5 µM. 0.52% of 360,000 active;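 active = mean inhibition of at least 75% with every replicate also reaching 75%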;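 also: 0% = median of neutral control wells and 100% = pilot-screen positive control compound; some compounds past the cut are filed as inactive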
# NR2E3 ag-1: inhibitors of NR2E3-RetCOR corepressor binding, primary screen, NR2E3 agonist project, biochemical, TR-FRET, GST-NR2E3, biotin-RetCOR; 1536-well; AID 2300, 2010; 0.12% of 320,000 active; inhibition of corepressor binding, % at 4.78 µM;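 active = percent inhibition above the cutoff of mean plus 3 SD of all tested compounds, set per screening campaign, cut at about 20% in these data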;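 also: 0% = DMSO wells and 100% = biotin wells as full block of FRET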
# Target sequence (Q9Y5X4 whole entry, looked up): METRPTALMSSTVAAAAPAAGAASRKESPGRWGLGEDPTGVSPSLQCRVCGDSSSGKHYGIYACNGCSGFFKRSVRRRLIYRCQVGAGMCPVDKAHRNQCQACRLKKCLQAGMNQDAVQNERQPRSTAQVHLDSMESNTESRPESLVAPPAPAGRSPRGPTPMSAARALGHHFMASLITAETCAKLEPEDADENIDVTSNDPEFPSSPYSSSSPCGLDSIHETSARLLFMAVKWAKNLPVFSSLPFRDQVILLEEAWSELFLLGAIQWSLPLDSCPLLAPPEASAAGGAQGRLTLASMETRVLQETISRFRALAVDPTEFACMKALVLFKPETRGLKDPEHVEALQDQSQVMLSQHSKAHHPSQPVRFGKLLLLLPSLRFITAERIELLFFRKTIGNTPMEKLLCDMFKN
#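 Material: NR2E3–RetCOR corepressor complex / Incubation: Compound–protein incubation for 5 h at 4 °C / Dosing: compound at 4.8 µM, single dose / Detection: time-resolved FRET / Benchmarks: high control biotin, low control 0.6% DMSO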
# KKLEB cytotox: cytotoxicity in KKLEB CF airway cells, primary screen, cytotoxicity control for CF NF-kB inhibitor project, cell-based, uHTS, fluorescence assay plates; KKLEB CF airway cells viability, ATPlite luminescence, overnight; stronger effect = lower value; cells stimulated with P. aeruginosa culture filtrate; activity change (cytotoxicity), % at 5 µM; 0.36% of 360,000 active; AID 602141, 2011;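 active = corrected activity change at or below -50% at 5 µM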
# NR2E3 ag-2: NR2E3 agonists in two-hybrid cells, primary screen, cell-based, luminescence, CHO-S, Gal4-NCOR/VP16-NR2E3; AID 602229, 2012; 0.35% of 360,000 active; Photoreceptor-specific nuclear receptor (Homo sapiens), Q9Y5X4; luciferase; inhibition of corepressor binding, % at 3.98 µM;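 active = inhibition above the mean of all tested compounds plus 3 SD, cut at about 70% in these data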;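 also: 0% = DMSO with NR2E3 transfected cells and 100% = cells lacking NR2E3 construct; higher means lower luciferase signal from less NR2E3 corepressor binding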
# MITF TRPM1 inh: inhibitors of MITF-dependent TRPM1 promoter reporter, primary screen, cell-based, SK-MEL-5, single point, luciferase | inhibition, % at 12.5 µM | AID 488899, 2010 | SK-MEL-5 TRPM1 promoter luciferase, 24 h | 0.83% of 330,000 active;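 active = mean inhibition across replicates of 60% or more, whatever share of single replicates reaches that level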; also: values of inactives mirror those of a sister screen read the other way
# Vif imaging: HIV Vif self-association inhibitors, primary screen, imaging, HEK293T, single point; HEK293T cells, Vif self-association by quenched fluorescence, 24 h; inhibition, % at 7.49 µM; 0.35% of 340,000 active; in the data active = inhibition above about 50%, passing the limit was not always enough; also: some results filed as inactive read as strong as hits
# Active calls of the source: *; . = not tested or not shown.
molecule	Vif imaging	CF NFkB block	CaV13 FRET inh	KKLEB cytotox	HIF-2a inh	PDI inh	NR2E3 ag-2	Peg3 prom inh	NR2E3 ag-1	Shn3 3UTR inh	MITF TRPM1 inh
CCCCc1ccc(NS(=O)(=O)c2cccc(C(=O)N3CCCN(C)CC3)c2)cc1	10.9	-0.5	-6.9	5.7	-7.7	4.2	6.1	10.9	2.4	22.0	-9.9
Cc1ccc2cc3cc(C(=O)N4CC(C)CC(C)C4)oc3nc2c1 (configuration not stated)	-16.5	14.2	-4.1	-14.4	-212.4	1.4	-96.3	-147.1	-2.0	-39.7	-66.7
COc1ccc(N(CC(=O)Nc2ccc3c(c2)OCO3)S(=O)(=O)c2ccccc2)cc1OC	-2.9	0.1	3.4	-6.5	7.4	-1.3	3.7	1.9	-1.4	18.3	5.7
COc1cccc(N(CC(=O)NC2CCCCC2)C(=O)CCC(=O)Nc2nccs2)c1	4.3	13.5	-3.5	5.0	-9.8	0.8	-40.6	-3.8	2.6	7.5	1.2
COC(=O)c1sc2ccccc2c1-n1cccc1C(=O)C(=O)Nc1ccc(C)cc1	.	3.3	.	1.9	10.2	-12.5	-10.5	21.3	4.0	2.8	3.8
Cc1cccc(OCC(=O)Nc2cc(S(=O)(=O)N3CCCCC3)ccc2N2CCN(C)CC2)c1	-5.2	-3.0	10.2	1.5	11.3	1.3	-8.1	19.5	-0.5	17.8	6.8
CN(C)CCNC(=O)c1ccc2c(c1)NC(=O)c1ccccc1S2	10.7	0.6	-1.9	-20.5	19.9	3.9	-11.0	4.0	-4.0	11.6	6.2
O=C(c1ccc(OC2CCN(Cc3ccccn3)CC2)cc1)N1CCCCCC1	3.8	-29.0	-6.1	3.2	12.1	-4.6	-7.3	4.7	-0.9	19.6	2.0
O=C1CC(C(=O)Nc2ccc(Cl)cc2)n2ncnc2N1 (configuration not stated)	-5.4	-4.5	0.9	-2.8	13.9	3.2	5.3	13.2	1.8	-1.8	-1.5
O=S(=O)(Nc1ccc(N=Nc2ccccc2)cc1)c1ccccc1	-1.2	14.2	-8.2	30.9	-26.9	3.6	-41.0	-85.5	0.7	7.3	-4.3
CC1(C)Cc2c(c(N3CCOCC3)nc3sc(C(=O)Nc4ccccc4)c(N)c23)CO1	1.4	12.8	-3.1	-33.6	-283.9	-2.1	-122.0	-223.7	-1.6	0.5	-14.4
O=C(Nc1ccc(N2CCOCC2)cc1)c1cccc(S(=O)(=O)N2CCCCCC2)c1	-13.7	2.7	-7.1	-0.6	0.6	-2.3	-22.4	6.2	0.8	-3.2	10.6
COc1ccc(C(=O)N(Cc2nc(-c3ccc(C)cc3)no2)C(C)C)cc1OC	-4.0	0.6	-5.5	-8.4	28.7	-4.6	5.3	10.2	2.5	-11.2	16.9
Cc1ccc(/C=C/C(=O)Nc2sc(C)c(C)c2C(=O)OC(C)C)o1	-0.9	5.3	-3.7	1.3	-12.0	-1.6	-27.8	2.7	-0.9	8.1	-0.7
COc1ccc(NS(=O)(=O)c2cccc(C(=O)NCC(c3ccco3)N3CCCCC3)c2)cc1 (configuration not stated)	0.5	-9.7	-1.1	6.9	7.6	-4.5	-27.3	11.3	-2.0	6.0	-1.3
O=C(CNC(=O)c1cccc(Cl)c1)NCC(c1cccs1)N1CCOCC1 (configuration not stated)	6.4	0.3	-5.1	14.9	-1.1	-5.0	-8.4	11.6	2.6	-5.9	-1.6
COC(=O)c1ccc(CSc2ccc3nnc(-c4ccccc4)n3n2)o1	-16.7	2.8	.	-13.9	11.7	-3.6	-10.6	11.6	1.7	19.6	-24.3
CCc1nn2c(=O)cc(COC(=O)c3ccc(SC)cc3OC)nc2s1	-4.0	0.1	-1.7	2.9	-2.1	0.5	11.0	-4.3	2.9	7.8	-4.0
CC(CN1CCCCC1)OC(=O)COc1ccc(Br)cc1 (configuration not stated)	-7.5	0.3	-3.8	-1.3	9.2	7.7	-10.5	-11.0	1.1	-26.5	-2.3
CCOC(=O)c1c(C)[nH]c(C(=O)COC(=O)c2[nH]c(C)c(C(C)=O)c2C)c1C	-5.8	-2.8	-7.8	7.2	13.1	0.7	-11.5	10.8	-2.6	50.0	6.0
O=C(CCC1CCCN(Cc2ccc3c(c2)CCO3)C1)NCc1ccc(F)c(F)c1 (configuration not stated)	-9.5	-4.5	-5.0	3.9	9.0	-0.4	14.7	1.3	0.1	-7.0	-20.1
CCCCN(CC)CCNC(=O)Cn1cnc2sc(C)c(S(=O)(=O)N3CCOCC3)c2c1=O	11.0	5.5	-4.8	2.3	12.6	-1.9	-15.0	11.5	-2.7	2.0	-2.3
C=CCNC(=O)C1CC(=O)N(c2ccc(OCC(=O)N3CCCC3)cc2)C1 (configuration not stated)	-10.6	3.1	-3.4	0.1	-0.5	-5.8	-24.0	20.4	0.4	-5.3	-1.2
COc1ccc(/C=N/NC(=O)c2cc(OC)c(OC)c(OC)c2)cc1CN1CCc2cc(OC)c(OC)cc2C1C (configuration not stated)	-1.6	-4.0	-2.0	-18.0	-2.7	2.5	2.9	0.2	7.4	-8.0	9.6
CCOc1cc2[nH]c(=S)n(Cc3ccc(C(=O)O)cc3)c(=O)c2cc1OCC	-15.9	4.3	-2.6	-4.7	-7.0	0.2	-22.1	-33.9	.	-0.5	13.0
Cc1ccccc1NC(=O)Cn1nnc2ccccc21	-1.4	-5.0	1.7	1.8	-37.3	5.0	-18.8	-10.2	0.1	7.3	-0.8
CCC1CCCCN1CCCNC(=O)CNC(=O)c1nn(-c2ccc(OC)c(Cl)c2)c(=O)c2ccccc12 (configuration not stated)	16.0	-11.9	-7.2	-5.3	20.1	10.0	-19.5	-3.6	1.1	-6.1	-13.4
CN1CCN(C(=O)c2ccc(-n3cccn3)nc2)CC1	1.7	-5.1	-2.9	1.6	2.8	3.7	13.0	12.7	-1.1	9.1	-6.6
Cc1nnc(NC(=O)c2ccc(N3CCCC3=O)cc2)s1	.	-10.1	-4.6	-22.8	-137.8	-4.8	-60.9	-118.7	.	-50.1	-87.2
COC(=O)COc1ccc(C2NC(=O)NC(C)=C2C(=O)NCc2ccccc2)cc1OC (configuration not stated)	-1.2	-18.6	-16.4	9.1	10.8	0.9	-27.3	8.6	-1.6	6.0	2.0
C(CCCN1CCCCC1)CCN1CCCCC1	-3.3	2.4	-19.9	3.3	26.4	5.6	-3.0	10.5	-1.0	13.1	-14.9
O=C(C1=C(O)C(=O)N(CCN2CCOCC2)C1c1cccc([N+](=O)[O-])c1)c1cccs1 (configuration not stated)	3.8	2.1	-3.4	3.1	9.5	13.7	-20.9	16.6	2.8	11.2	0.0
Cc1ccc(C2=NS(=O)(=O)N(C)C(C(=O)Nc3cc(C)n(CC(=O)N4CCCCC4)n3)=C2)cc1	-6.9	-14.0	-9.5	-20.2	3.3	-9.3	4.1	6.3	1.4	29.6	0.6
COc1ccc(Cl)cc1S(=O)(=O)N1CCN=C1Cc1ccccc1	5.5	5.5	.	1.2	0.8	15.2	-5.8	14.3	2.3	12.7	11.0
CSc1nc(NS(=O)(=O)c2cc(Br)ccc2Br)cc(=O)[nH]1	6.8	-6.5	-2.8	-11.0	6.1	3.6	-21.2	7.4	0.7	-4.5	5.6
O=C(CCNC(=O)c1ccc([N+](=O)[O-])cc1)Nc1ccc(Cl)c(S(=O)(=O)N2CCOCC2)c1	-0.1	-9.5	-4.7	6.4	9.7	3.2	-21.0	10.6	-1.2	-6.9	.
CCOc1ccc(-n2c(C)cc(/C=C3/C(=N)N4C(=NC3=O)SN=C4S(C)(=O)=O)c2C)cc1	-1.9	10.5	-18.3	1.1	-1.9	-4.3	0.8	12.6	1.4	3.8	1.9
O=C(NCc1ccco1)C1(c2ccc(Br)cc2)CCCC1	-2.4	12.6	-3.3	-11.6	6.2	-13.3	1.9	12.9	0.3	40.1	-12.4
COc1ccc(CN(C)CC(=O)N(C)CC(=O)Nc2ccccc2Br)cc1F	-5.0	17.6	-6.7	-11.7	0.7	-12.1	6.0	5.8	2.6	8.9	-1.5
CCOC(=O)Nc1cc(NC(=O)OCC)ncn1	7.3	-4.8	-10.2	18.3	10.2	2.8	-6.1	2.7	.	11.2	2.0

# Profiles, quoted from the list. Screens in order: Vif imaging | CF NFkB block | CaV13 FRET inh | KKLEB cytotox | HIF-2a inh | PDI inh | NR2E3 ag-2 | Peg3 prom inh | NR2E3 ag-1 | Shn3 3UTR inh | MITF TRPM1 inh
# COc1ccc(Cl)cc1S(=O)(=O)N1CCN=C1Cc1ccccc1 is listed as 5.5 | 5.5 | . | 1.2 | 0.8 | 15.2 | -5.8 | 14.3 | 2.3 | 12.7 | 11.0
# COc1ccc(CN(C)CC(=O)N(C)CC(=O)Nc2ccccc2Br)cc1F is listed as -5.0 | 17.6 | -6.7 | -11.7 | 0.7 | -12.1 | 6.0 | 5.8 | 2.6 | 8.9 | -1.5

# (cont.)
molecule	Vif imaging	CF NFkB block	CaV13 FRET inh	KKLEB cytotox	HIF-2a inh	PDI inh	NR2E3 ag-2	Peg3 prom inh	NR2E3 ag-1	Shn3 3UTR inh	MITF TRPM1 inh
CC(NS(=O)(=O)c1ccc2c(c1)C(C)(C)C(=O)N2C)c1ccccc1 (configuration not stated)	-4.0	-6.0	-12.7	5.2	12.2	.	-36.5	-6.2	-1.9	-0.8	.
C/C(=N\NC(=O)c1c(Cl)cnn1C)c1cccc(NC(=O)c2ccc(C)cc2)c1	-7.7	-21.7	.	-3.4	-186.6	-46.7	-84.2	-168.6	1.1	2.8	-20.8
Cc1ccc(S(=O)(=O)Nc2ccnc3ccccc23)cc1	4.5	8.7	-3.3	-18.6	18.5	-2.5	2.4	24.9	0.6	4.4	-8.6
Cc1ccc(S(=O)(=O)NCCSc2ncccn2)cc1	5.1	2.4	1.5	5.3	4.6	-2.6	-27.8	6.4	-1.2	9.3	3.1
Cc1cc(OC(=O)c2ccc(Cl)cc2Cl)c([N+](=O)[O-])c(=O)[nH]1	8.6	0.6	-5.5	-0.1	-2.4	-2.0	-20.9	1.7	1.2	-13.1	6.4
Cc1ccc(NC(=O)COc2ccccc2)cc1Cl	-10.8	-18.9	.	-17.6	-135.7	-9.1	-21.8	-104.7	3.4	-47.6	-16.2
CCOC(=O)c1cccc(-c2c(-c3ccccc3)ncc3cc(OC)c(OC)cc23)c1	10.3	42.4	-5.2	6.6	-255.3	-0.5	-52.8	-192.2	-2.1	-95.2	-94.8
CCCn1c(SCC(=O)Nc2cccc(S(=O)(=O)N3CCCC3)c2)n[nH]c1=O	-3.1	2.6	5.0	-11.8	2.6	4.8	-52.1	11.6	0.0	21.5	3.7
